PKA-R1A activ = activators of PKA-R1A holoenzyme, primary screen, biochemical, fluorescence polarization, Cy5-IP20, bovine R1A, mouse PKAc | 340,000 compounds, 0.083% hits | PKA-R1A dissociation; scaled: DMSO 0%, 113 µM cGMP 100% | activation, % at 11.4 µM | AID 504707, 2011;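 active = percent activation above the mean of all tested compounds plus 3 SD, cut at about 19% in these data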;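 note: higher means more PKAc released from R1A so a rise in polarization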
HTR5A inv ag = HTR5A inverse agonists in luminescence cell assay, primary screen, counter-screen for OPRM1-OPRD1 heterodimer inverse agonist project, full-deck HTS; 5-hydroxytryptamine receptor 5A (Homo sapiens), P47898; HTR5A cell line, inverse agonism; inhibition, % at 9.3 µM; 340,000 compounds, 0.083% hits; AID 504634, 2011; in the data active = inhibition mostly above about 23%, no sharp cut-off; inactive = mostly below about 18%;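 note: 0% = cells with DMSO and 100% = no-cell wells with DMSO; some compounds called inactive have numbers as strong as hits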
HTR5A ag ctr = HTR5A agonists in luminescence cell assay, primary screen, counter-screen for OPRM1-OPRD1 heterodimer agonist project, full-deck HTS; 5-hydroxytryptamine receptor 5A (Homo sapiens), P47898; cell-based; activation, % at 9.3 µM; 340,000 compounds, 0.61% hits; in the data active = activation mostly above about 9.5%, no sharp cut-off; inactive = mostly below about 7.6%;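 note: 0% = cells with vehicle only and 100% = reference agonist; strong numbers were not always called active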
V-ATPase pH = regulators of yeast V-ATPase proton pumping, primary screen, pHLuorin cytosolic pH fluorescence; response, % at 10 µM; S. cerevisiae; 350,000 compounds, 0.37% hits; in the data active = response mostly above about 7.3%, no sharp cut-off; inactive = mostly below about 5.4%; note: actives read high; inactives centre near 0; some compounds called inactive have numbers as strong as hits; reference of the scale not given here
Pemphigus Ab inh = inhibitors of pemphigus antibody binding to DSG3, primary screen, biochemical, bead-based, flow cytometry, scFv-GFP. DSG3-coupled beads, scFv-anti-DSG3-GFP binding; active compounds read low. binding (percent of control), % at 10 µM. 310,000 compounds, 0.48% hits;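 active = binding more than 3 SD below its plate's average and above zero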;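 note: hits lower antibody fragment binding to DSG3; some compounds called inactive have numbers as strong as hits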
DAGLB inh = DAGLB lipase inhibitors, primary screen, biochemical, fluorescence, HTS. HEK293T DAGLB membrane lysate, EnzChek fluorogenic substrate. inhibition, % at 5.17 µM. 340,000 compounds, 0.059% hits. AID 504411, 2011; in the data active = inhibition above about 34%;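 note: 0% = enzyme with vehicle and 100% = wells lacking enzyme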
Target sequence (Q8NCG7 whole entry, looked up): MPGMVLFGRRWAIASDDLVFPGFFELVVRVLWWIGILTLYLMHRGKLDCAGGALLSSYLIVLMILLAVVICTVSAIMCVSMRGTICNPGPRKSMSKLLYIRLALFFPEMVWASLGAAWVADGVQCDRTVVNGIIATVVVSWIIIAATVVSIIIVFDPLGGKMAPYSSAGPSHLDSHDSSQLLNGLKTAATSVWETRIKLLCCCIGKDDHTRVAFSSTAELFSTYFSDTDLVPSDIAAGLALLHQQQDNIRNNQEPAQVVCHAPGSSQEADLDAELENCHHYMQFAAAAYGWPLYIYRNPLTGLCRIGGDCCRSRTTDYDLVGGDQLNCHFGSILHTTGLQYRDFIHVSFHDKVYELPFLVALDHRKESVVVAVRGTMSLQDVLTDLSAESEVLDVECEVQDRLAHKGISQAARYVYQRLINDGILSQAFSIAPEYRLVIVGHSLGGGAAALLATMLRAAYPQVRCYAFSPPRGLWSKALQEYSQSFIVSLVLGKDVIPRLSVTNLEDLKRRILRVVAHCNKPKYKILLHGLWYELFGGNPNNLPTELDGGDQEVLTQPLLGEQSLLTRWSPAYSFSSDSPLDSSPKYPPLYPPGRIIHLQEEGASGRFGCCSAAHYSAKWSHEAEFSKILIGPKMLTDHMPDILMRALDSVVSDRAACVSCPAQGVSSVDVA
Arrestin-AP2 inh = inhibitors of beta-arrestin/AP2 binding, primary screen, biochemical, GPCR trafficking, flow cytometry; 340,000 compounds, 0.31% hits; AID 504490, 2011; FITC-arrestin peptide / GST-AP2 beads; AP2 beta2 appendage carries R879A mutation; beta-arrestin 1 C-terminal peptide binding to AP2 beta2-adaptin appendage (human); inhibition, % at 10 µM;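 active = inhibition above a set limit, near 3 SD of compounds lacking own fluorescence, cut at about 54% in these data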;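 note: plate controls were DMSO wells for no effect and 5 µM unlabelled arrestin peptide for full effect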
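Test system: GST-tagged AP2 beta2-adaptin appendage (R879A) on 4 µm glutathione beads; also added: fluorescein-tagged arrestin peptide at 50 nM final; timing: 12 min plus 1 h, RT; signal: flow cytometry, FL1 (488/535 nm); read-out: percent drop in bead-associated FITC signal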
OPRM1-OPRD1 inv = inverse agonists of MOR-DOR heterodimerization, primary screen, cell-based, luminescence. inhibition, % at 9.3 µM. 340,000 compounds, 0.21% hits. cell-based MOR-DOR heterodimer luminescence, inverse agonism. Mu-type opioid receptor (Homo sapiens) + Delta-type opioid receptor (Homo sapiens), …; in the data active = inhibition above about 22%, passing the limit was not always enough;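 note: 0% = cells with DMSO and 100% = wells without cells with DMSO; values of inactives mirror those of a sister screen read the other way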
PKA-R2B activ = activators of PKA-R2B holoenzyme, primary screen, biochemical, fluorescence polarization, Cy5-IP20, human; PKA-R2B holoenzyme dissociation; R2B truncated from residue 108, S112A mutant; 0% DMSO only, 100% 113 µM cGMP; activation, % at 11.4 µM; 340,000 compounds, 0.079% hits; AID 504700, 2011;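 active = activation above a cutoff set at the mean over all compounds plus 3 SD, cut at about 18% in these data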;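 note: higher means more holoenzyme dissociation and a rise in polarization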
Target sequence (P31323 whole entry, looked up, other chains not shown, the tested form may be a part): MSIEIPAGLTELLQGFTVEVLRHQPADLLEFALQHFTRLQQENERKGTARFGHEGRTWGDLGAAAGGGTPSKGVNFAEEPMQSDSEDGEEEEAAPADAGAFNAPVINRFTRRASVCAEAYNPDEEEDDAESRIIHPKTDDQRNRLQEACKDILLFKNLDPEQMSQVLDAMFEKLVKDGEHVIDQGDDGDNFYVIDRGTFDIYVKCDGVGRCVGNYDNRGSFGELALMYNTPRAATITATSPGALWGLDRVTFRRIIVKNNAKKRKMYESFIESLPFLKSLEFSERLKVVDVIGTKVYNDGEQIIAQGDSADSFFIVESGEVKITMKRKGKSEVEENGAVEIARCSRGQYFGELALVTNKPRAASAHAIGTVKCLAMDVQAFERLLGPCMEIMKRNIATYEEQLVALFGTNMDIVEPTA
MOR-DOR ag = agonists of OPRM1-OPRD1 heterodimerization, primary screen, cell-based, luminescence; activation, % at 9.3 µM; cells; AID 504326, 2011; 340,000 compounds, 0.3% hits; Mu-type opioid receptor (Homo sapiens) + Delta-type opioid receptor (Homo sapiens), …; in the data active = activation above about 18%;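 note: 0% = vehicle-treated cells and 100% = reference agonist; values of inactives mirror those of a sister screen read the other way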
* hit, by the source's call; · = no result given.

SMILES	PKA-R1A activ	HTR5A inv ag	HTR5A ag ctr	V-ATPase pH	Pemphigus Ab inh	DAGLB inh	Arrestin-AP2 inh	OPRM1-OPRD1 inv	PKA-R2B activ	MOR-DOR ag
O=[N+]([O-])c1ccc2[nH]cc(S(=O)(=O)N3CCN(c4cccc(Cl)c4)CC3)c2c1	3	-23	5	2	106	3	16	-14	-7	2.7
Cc1ccc(CSCc2nc3ccccc3[nH]2)cc1	-4	-2	1	0	97	-1	23	7	-1	-1.4
N#CCCN/N=C(/Cc1nc2ccccc2[nH]1)c1cccc(Cl)c1	-5	-2	1	-4	103	0	-3	2	-5	-0.3
CCCC(=O)NC(Nc1c(C)n(C)n(-c2ccccc2)c1=O)C(Cl)(Cl)Cl (configuration not stated)	7	5	-2	1	92	-1	12	1	-10	-0.2
CCc1ccc2[nH]c(=O)c(CN(CCCN3CCOCC3)C(=O)Nc3ccc(F)cc3)cc2c1	-13	-8	-1	4	107	2	4	6	0	-1.1
CCOC(=O)c1ccc2c(c1)n(CCO)c(C)[n+]2CC	-11	-23	-1	2	·	1	-5	21	-5	-3.9
Cc1ccc(OCC(=O)N(Cc2cccc(F)c2)C2CCS(=O)(=O)C2)cc1 (configuration not stated)	7	30	-1	3	92	2	-10	5	2	-0.9
O=S(=O)(CCN1CCOCC1)c1ccccc1	-12	13	-4	1	91	-2	21	22	1	-5.0
COc1cc(CC(=O)Nc2sccc2C(N)=O)cc(OC)c1OC	-7	-2	-6	1	116	-2	-3	7	-11	-1.2
COC(=O)c1c(NC(=O)CSc2nnnn2-c2ccccc2)sc2c1CCCC2	0	-8	4	3	·	-7	5	-7	9	1.6
COc1cc2c(cc1OC)C(C)N(C(=O)c1cccc([N+](=O)[O-])c1)CC2 (configuration not stated)	-9	9	-4	3	96	-1	20	1	-3	-0.1
COc1ccc(C(=O)CC2SC(N)=NC2=O)cc1 (configuration not stated)	-10	-19	12	-2	90	-2	-5	7	-10	-1.4
N#Cc1cnc(Oc2ccc(Cl)cc2)nc1N	-1	-7	2	2	100	-1	-2	7	0	-1.6
Cc1ccc(NC(=O)CSCC(=O)N2CCN(c3cccc(C(F)(F)F)c3)CC2)cc1	-2	12	1	2	103	0	-7	-24	-4	3.6
O=C(O)c1ccc(NC(=O)C2CCCCC2)cc1	-1	5	0	-4	94	-4	5	19	3	-3.8
COCC(C)n1c(C)cc(C(=O)COC(=O)c2n[nH]c3ccccc23)c1C (configuration not stated)	-7	-22	-2	-4	102	1	21	9	4	-1.9
Cc1cccc(-n2cc(CN3CCN(Cc4nccn4C)CC3)c(-c3cccc(F)c3)n2)c1	-5	14	5	2	93	2	0	1	-8	-0.2
COc1ccc(CCn2c(=O)c3cccnc3n(Cc3cccc([N+](=O)[O-])c3)c2=O)cc1OC	4	-3	1	-1	107	0	29	0	-3	0.1
CC(=O)CSc1nnc(-c2ccco2)n1-c1ccccc1	8	1	0	3	98	2	9	6	-2	-1.0
Cc1nn(C)c(Cl)c1CN1CCC(CO)(CC2CCCCO2)CC1 (configuration not stated)	0	-3	1	-3	109	-1	35	0	8	0.1
CCN1CCSc2ccc(C(=O)NCc3cccc(F)c3)cc21	-11	4	-4	0	96	1	-6	-2	10	0.3
CCSC(=S)Nc1c(C)n(C)n(-c2ccccc2)c1=O	-9	-8	0	0	106	-1	-5	25	-14	-5.0
COc1cccc(CN(C)C(=O)CN2C(=O)NC(c3ccccc3)(c3ccccc3)C2=O)c1	8	2	-1	-1	106	0	-4	4	-2	-0.8
CC(C)Cc1nnc(NC(=O)CCC(=O)N2CCN(c3ccccc3)CC2)s1	-6	-11	8	-3	105	0	2	7	5	-1.4
CCN(Cc1cnn(C)c1)C(=O)c1cc(COc2cc(C)c(Cl)c(C)c2)on1	-19	9	0	0	·	-1	2	6	-10	-1.1
CCC(C)(C)C1CCC2(CC1)NC(=O)N(CC(=O)NCCOc1ccccc1)C2=O (configuration not stated)	-3	-2	4	1	96	1	-9	-11	-10	2.9
O=C(CN1C(=O)c2cccc3cccc(c23)C1=O)N1CCCCC1	3	-12	-3	0	117	1	-1	15	-7	-3.0
Cc1nn(-c2ccc(F)cc2)c(Cl)c1C(=O)N(C)CC(=O)Nc1cccc(F)c1	-5	4	2	-3	90	0	25	-5	-3	0.8
Cc1nc2sc3c(c2c(=N)n1N)CCCC3	-4	7	-2	-1	102	0	2	18	-4	-3.2
COc1ccc(CN2C3CCC2CC(NC(=O)c2cc(OC)c(OC)c(OC)c2)C3)cc1 (configuration not stated)	-5	-16	4	-1	103	-2	36	19	1	-4.1
Cc1ccc(/C=C/C(=O)N2CCN(Cc3ccccc3)CC2)o1	3	4	-1	-1	·	-1	-1	7	-2	-1.4
CCOc1ccccc1OCCOc1ccccc1OC(C)C	-8	15	-7	-1	102	-9	19	-19	7	3.8
O=C(NCc1cccnc1)C(=O)Nc1nc(-c2ccccc2)cs1	-1	-4	2	-4	113	-3	40	11	-1	-2.2
COc1ccc(/C=C(\C#N)C(=O)NC(C)c2ccccc2)cc1O (configuration not stated)	2	7	1	1	99	-2	18	1	10	-0.1
COc1ccc(N2CCN(c3nccs3)CC2)cc1	-10	-12	4	3	102	-3	5	6	1	-1.1
CC(C)CN1C=C2C(=O)C(C)(OC(=O)C3CCCC3)C(=O)C=C2C=C1c1ccsc1 (configuration not stated)	-10	-3	-2	-5	98	1	·	-27	-2	4.7
NC(=O)CSc1nnc(-c2cccnc2)n1Cc1ccccc1	10	-19	0	1	103	0	-8	5	0	-0.9
CCN(CC(=O)Nc1ccc(NC(C)=O)cc1)C(=O)c1cc(C)on1	6	-10	6	10*	92	-2	0	6	-1	-1.1
Cc1cc(C)n(-c2ccc(C(=O)O)cc2)n1	-6	-35	-1	-3	140	0	3	5	1	-0.9
O=C(NC(=S)Nc1nc(-c2ccc(Br)cc2)cs1)c1ccco1	-13	8	3	1	100	-2	-8	24	-9	-5.1

3 entries already listed, arranged by their value in DAGLB inh, smallest number first.
| compound | DAGLB inh |
| --- | --- |
| CCN(CC(=O)Nc1ccc(NC(C)=O)cc1)C(=O)c1cc(C)on1 | -2 |
| CCSC(=S)Nc1c(C)n(C)n(-c2ccccc2)c1=O | -1 |
| O=C(CN1C(=O)c2cccc3cccc(c23)C1=O)N1CCCCC1 | 1 |

(further entries)
SMILES	PKA-R1A activ	HTR5A inv ag	HTR5A ag ctr	V-ATPase pH	Pemphigus Ab inh	DAGLB inh	Arrestin-AP2 inh	OPRM1-OPRD1 inv	PKA-R2B activ	MOR-DOR ag
Cc1ccc(S(=O)(=O)NCCN=C(CN2CCCC2)NS(=O)(=O)c2ccc(C)cc2)cc1	4	-14	5	1	98	1	7	11	-14	-2.1
COCCn1c(=O)sc2ccccc2c1=O	2	-3	1	-1	80	-4	31	17	3	-3.3
CN(CCC#N)C(=O)COC(=O)/C=C/c1ccc2c(c1)OCO2	-20	-7	-1	0	101	-4	-21	21	-6	-4.5
CC(C/C=N/NC(=O)COc1cc(Cl)ccc1Cl)c1ccccc1 (configuration not stated)	2	4	-6	-1	102	-6	-1	-23	3	3.7
COc1ccc(Nc2ncnc3ccc(Br)cc23)cc1OC	-6	-4	1	1	96	-2	-8	12	-11	-2.4
CC(=O)Nc1ccc(S(=O)(=O)NCCC(=O)NNC(=O)c2ccccc2O)cc1	4	-9	3	5	·	2	21	-4	-6	1.0
CC(C)(C)N(Cc1ccccc1)C(=O)COC(=O)CSc1ccc([N+](=O)[O-])cc1	0	12	-4	-1	105	-5	-18	1	6	-0.2
Cc1n[nH]c(=S)n1/N=C/c1ccccc1OCc1ccc(Cl)cc1Cl	2	2	-1	4	105	-2	-2	-10	-1	1.7
COC(=O)c1cn(NC(=O)/C=C/c2ccc(OC)c(OC)c2)c(=O)c2ccccc12	-10	3	-1	3	110	-2	-3	7	-2	-1.4
CSc1nc2ccc(S(=O)(=O)N3CCCC3)cc2s1	1	10	2	5	92	1	-3	0	3	0.1
COc1ccc(C(=O)CN2C(=O)C(C)(C)Oc3ccc(C(=O)N4CCCCCC4)cc32)cc1	-2	7	3	3	98	0	39	0	-10	0.0
Cc1ccc(NC(=O)C2CCCN(S(=O)(=O)c3cnc[nH]3)C2)c(Br)c1 (configuration not stated)	-3	-3	1	3	102	-1	-3	11	-5	-2.1
Clc1cccc(Cl)c1-c1nnc2ccc(N3CCOCC3)nn12	-19	11	4	1	132	2	0	7	0	-1.2
CCOC(=O)CCc1c(C)nc(-n2[nH]c(C)c(CCO)c2=O)[nH]c1=O	-2	12	-4	0	98	-2	-8	4	3	-0.8
NC(=O)Cn1cc(C(=O)c2cccs2)c2ccccc21	8	21	0	-3	100	-4	1	3	-2	-0.4
COc1cc(O)c(C(CC(=O)N2CCCC2)c2ccc3c(c2)OCO3)c(OC)c1 (configuration not stated)	-8	-15	3	1	104	-3	1	2	-1	-0.4
O=C(CCCN1C(=O)c2cccc3cccc(c23)C1=O)OCC(=O)N1CCCCC1	-1	·	·	·	101	-1	·	·	-7	·
CC(=O)c1ccccc1OCc1ccc(S(=O)(=O)Cc2ccccc2)cc1	-1	1	0	0	94	-5	7	7	6	-1.6
Cc1ccnc(SC2CC(=O)N(c3ccc(Cl)cc3)C2=O)n1 (configuration not stated)	-11	1	-3	6	108	0	12	4	-7	-0.8
O=C(c1cc(C2CC2)nn1-c1ccccc1)N1CCN(S(=O)(=O)c2ccccc2)CC1	8	-6	2	0	97	-1	-5	5	-12	-1.1
CCOC(=O)c1csc(NC(=O)CSc2nnc(C3CC3)n2C)n1	-2	-18	-2	1	107	-2	31	-4	1	0.7
c1ccc(-c2cnc(-c3ccccn3)nn2)cc1	2	-21	3	4	104	2	8	18	2	-3.9
CC1CCN(C(=O)C2Cc3ccccc3CN2S(=O)(=O)c2ccc(F)cc2)CC1 (configuration not stated)	1	13	-5	-2	97	-5	6	7	-6	-1.2
CCCNc1c(NS(=O)(=O)c2ccc(OC)c(OC)c2)c(=O)oc2ccccc12	1	4	-1	2	105	0	9	11	5	-2.1
CCOc1ccc(C2C(C#N)=C(N)SC(N)=C2C#N)c(OCC)c1	-5	-3	8	12*	173	-5	0	1	-8	-0.2
O=C(CCCOc1ccc(Cl)cc1Cl)N/N=C/c1ccc(Cl)cc1	7	4	6	0	105	-1	-7	-15	-7	2.8
Cc1ccc2c(c1)N(CC(=O)N1CCCC1)C(=O)CO2	-1	-21	4	7	101	-2	28	10	2	-2.0

High-throughput results deposited in PubChem BioAssay by several laboratories.
